# High-throughput results as filed in PubChem.
# All columns: NCI-60 one-dose screen, growth in % after 48 h at 10 µM unless noted; 100 = growth as untreated, 0 = no growth, -100 = all killed.
# HT29 = HT29 colon cancer; hit rate 7.4% among 81,000; AID 1794748
# SNB-75 = SNB-75 CNS cancer | hit rate 5% among 79,000
# SNB-19 = SNB-19 CNS cancer cells | hit rate 2.5% among 81,000 | AID 1794751
# KM12 = KM12 colon cancer cells. hit rate 5% among 82,000
# SW-620 = SW-620 colon cancer; hit rate 5.2% among 82,000; AID 1794795
# HCT-15 = HCT-15 colon cancer. AID 1794746. hit rate 5.2% among 82,000
# SF-268 = SF-268 CNS cancer cells. hit rate 3.1% among 82,000. AID 1794759
# HCC-2998 = HCC-2998 colon cancer | hit rate 4.7% among 79,000
# HCT-116 = HCT-116 colon cancer | AID 1794798 | hit rate 7.3% among 82,000
# * hit, by the source's call. How the source made its calls: active means growth percent below 10; inactive means the rest.
# Every second line gives: HT29 | SNB-75 | SNB-19 | KM12 | SW-620 | HCT-15 | SF-268 | HCC-2998 | HCT-116
O=c1[nH]c(N2CCCCC2)nc2sc3c(c12)CCCC3
 : 97 | 89 | 109 | 96 | 113 | 106 | 101 | 91 | 95
COc1cc(-c2nc(C(=O)Nc3cccc(F)c3F)nn2-c2ccc(F)c(F)c2)cc(OC)c1OC
 : 82 | 31 | 73 | 87 | 95 | 62 | 73 | 91 | 73
CC(C)C(=O)OCCOc1ccc(C(C)(C)C)cc1
 : 93 | 94 | 99 | 93 | 92 | 100 | 96 | 111 | 105
OC1C2COC(O2)C2OC(c3ccccc3)OC12 (stereo not drawn)
 : 95 | 111 | 100 | 106 | 109 | 97 | 115 | 112 | 100
O=c1[nH]c2ccccc2n2cc3ncccc3c12
 : 107 | 115 | 106 | 109 | 94 | 110 | 103 | 122 | 104
CC(C)CNC(=S)N/N=C/c1ccc(N(C)C)cc1
 : 93 | 87 | 96 | 98 | 106 | 92 | 97 | 107 | 100
O=C(N/N=C1\c2ccccc2-c2cccc(C(=O)O)c21)c1ccc(O)cc1
 : 98 | 74 | 96 | 105 | 84 | 107 | 97 | 99 | 99

# Whole records from above:
# `CC(C)C(=O)OCCOc1ccc(C(C)(C)C)cc1` across the screens: HT29 = 93; SNB-75 = 94; SNB-19 = 99; KM12 = 93; SW-620 = 92; HCT-15 = 100; SF-268 = 96; HCC-2998 = 111; HCT-116 = 105
# `O=C(N/N=C1\c2ccccc2-c2cccc(C(=O)O)c21)c1ccc(O)cc1` across the screens: HT29 = 98; SNB-75 = 74; SNB-19 = 96; KM12 = 105; SW-620 = 84; HCT-15 = 107; SF-268 = 97; HCC-2998 = 99; HCT-116 = 99
